M5 ag: CHRM5 agonism in calcium assay; P08912; CHO-K1 hM5 cells, Fluo-8 calcium fluorescence; 0% DMSO wells, 100% maximal acetylcholine response; activation, % at 3 µM; 360,000 tested, 0.19% active; AID 624037;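 active means activation above the run's mean over test compounds plus 3 SD, cut at about 23% in these data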;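 further: signal is peak over basal fluorescence ratio across the kinetic read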
Target sequence (P08912 whole entry, looked up): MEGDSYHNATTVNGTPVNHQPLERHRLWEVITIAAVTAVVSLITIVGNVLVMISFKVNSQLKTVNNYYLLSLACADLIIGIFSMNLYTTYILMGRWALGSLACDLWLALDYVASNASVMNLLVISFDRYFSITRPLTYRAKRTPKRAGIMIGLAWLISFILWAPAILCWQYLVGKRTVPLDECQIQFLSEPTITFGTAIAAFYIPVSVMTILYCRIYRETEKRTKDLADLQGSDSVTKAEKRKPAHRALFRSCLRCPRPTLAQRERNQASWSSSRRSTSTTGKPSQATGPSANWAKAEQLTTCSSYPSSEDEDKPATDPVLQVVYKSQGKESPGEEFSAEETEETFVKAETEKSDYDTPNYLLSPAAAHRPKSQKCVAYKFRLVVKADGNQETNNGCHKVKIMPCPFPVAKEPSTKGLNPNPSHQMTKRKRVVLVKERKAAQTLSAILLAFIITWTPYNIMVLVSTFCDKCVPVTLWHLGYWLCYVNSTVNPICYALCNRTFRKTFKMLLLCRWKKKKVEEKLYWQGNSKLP
CHRM5 PAM: potentiates acetylcholine response at human M5 receptor; P08912; CHO-K1 hM5, Fluo-8 calcium, ACh EC20 PAM; 0% = ACh EC20, 100% = ACh EC100; activation, % at 3 µM; 360,000 tested, 0.3% active;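 active means activation above the run cutoff, the mean activation of all test compounds plus 3 SD, cut at about 18% in these data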
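Assay system – human M5 receptor in CHO-K1 cells · Read-out – % activation, ACh-normalized · Technique – Fluo-8 calcium fluorescence · Dosing – single-point, 3 µM nominal · Incubation – Fluo-8 loading 80 min at 37 °C plus 30 min room temperature · Repeats – singlicate, one well per test compound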
M1 PAM: positive allosteric modulators of human M1 muscarinic receptor. activation, % at 3 µM. 360,000 tested, 0.088% active. CHO-K1 hM1, Fluo-8 calcium fluorescence, ACh EC20; 0% = ACh EC20, 100% = maximal ACh. P11229. AID 588819; in the data active means activation above about 19%, passing the limit was not always enough
M4 ag: CHRM4 agonism in calcium assay | P08173 | CHO-K1 hM4/Gqi5, Fluo-8 calcium fluorescence; vehicle 0%, full acetylcholine response 100% | activation, % at 3 µM | 360,000 tested, 0.14% active | AID 624127;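 active means activation above the run mean over all test wells plus 3 SD, cut at about 32% in these data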;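 further: peak over basal fluorescence ratio per well then scaled between controls; 0% = DMSO wells and 100% = acetylcholine at EC100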
Target sequence (P08173 whole entry, looked up): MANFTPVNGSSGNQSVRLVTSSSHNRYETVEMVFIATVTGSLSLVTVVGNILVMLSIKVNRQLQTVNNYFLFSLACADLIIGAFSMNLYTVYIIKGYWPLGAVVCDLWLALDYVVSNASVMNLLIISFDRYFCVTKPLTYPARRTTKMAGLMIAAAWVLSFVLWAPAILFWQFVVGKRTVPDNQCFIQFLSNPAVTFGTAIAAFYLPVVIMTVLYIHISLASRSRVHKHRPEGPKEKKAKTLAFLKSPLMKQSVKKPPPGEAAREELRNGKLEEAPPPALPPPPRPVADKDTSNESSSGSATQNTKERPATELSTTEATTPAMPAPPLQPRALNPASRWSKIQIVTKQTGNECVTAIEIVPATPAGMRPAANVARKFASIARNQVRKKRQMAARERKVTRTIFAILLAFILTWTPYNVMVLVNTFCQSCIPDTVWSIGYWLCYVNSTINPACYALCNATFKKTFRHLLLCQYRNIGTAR
CHRM4 PAM: potentiates acetylcholine response at human M4 receptor; activation, % at 3 µM; AID 624126; 360,000 tested, 0.4% active; CHO-K1 hM4/Gqi5, Fluo-8 calcium fluorescence, ACh EC20; 0% = ACh EC20, 100% = maximal ACh;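 active means activation above its plate's cutoff, the mean activation of sample wells plus 3 SD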; further: some results filed as inactive read as strong as hits
M4 antag: blocks acetylcholine activation of human M4 receptor. P08173. CHO-hM4 cells, ACh EC80, Fluo-8 calcium fluorescence. inhibition, % at 3 µM. 360,000 tested, 0.73% active. AID 624125;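 active means inhibition above its plate's cutoff, the mean inhibition of sample wells plus 3 SD, cut at about 27% in these data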;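 further: 0% = acetylcholine EC80 with DMSO and 100% = DMSO without agonist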
CHRM1 antagonist: human CHRM1 antagonism; P11229; CHO-K1 hM1, Fluo-8 calcium fluorescence, ACh EC80 antagonist; inhibition, % at 3 µM; 360,000 tested, 1.3% active; AID 588852;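 active means percent inhibition above its own plate's cutoff, namely the mean of that plate's compound wells plus 3 SD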;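 further: peak over basal fluorescence ratio during 140 s after agonist addition; 0% = ACh EC80 plus DMSO and 100% = DMSO alone without agonist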
CHRM5 antagonist: CHRM5 antagonism in calcium assay; P08912; CHO-hM5 cells, Fluo-8 calcium fluorescence, ACh EC80; inhibition, % at 3 µM; 360,000 tested, 0.59% active;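 active means inhibition above a per-plate cutoff, the mean of that plate's test compounds plus 3 SD, cut at about 27% in these data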;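 further: 0% = acetylcholine EC80 with DMSO and 100% = DMSO without agonist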
CRFR2-BP ag: agonists of human CRF-binding protein/CRF-R2 receptor complex. HEK293 CRF-R2/CRF-BP, calcium dye fluorescence (FLIPR); percent of saturating CRF peptide response. activation, % at 13.2 µM. 350,000 tested, 0.46% active. AID 588473;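 active means activation of at least 50%, plus an integration ratio under a set limit after plate pattern correction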;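 further: plate controls were neutral control wells without compound for no effect and CRF at EC100 for full effect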
Numbers without * were called inactive; / = no result given.

SMILES	M5 ag	CHRM5 PAM	M1 PAM	M4 ag	CHRM4 PAM	M4 antag	CHRM1 antagonist	CHRM5 antagonist	CRFR2-BP ag
O=C(O)c1nc(NCc2ccccc2)ncc1Cl	-2	4	12	1	0	0	-10	10	1.1
Cc1nc2ncccn2c1-c1csc(Nc2cccc(C(=O)O)c2)n1	0	-8	-2	22	-12	1	-3	6	0.3
Cc1[nH]n(-c2ccccc2)c(=O)c1/C=C1/C=c2ccccc2=N1	0	-5	10	1	2	-8	-13	-4	-0.5
CCC1(CC)C(=O)NC(=O)NC1=NCCc1c[nH]c2ccccc12	-4	-7	4	3	-8	11	-4	2	-2.1
Cn1c(=O)c(=O)n(C)c2cc(S(=O)(=O)N3CCN(Cc4ccccc4)CC3)ccc21	-3	-2	8	0	5	0	-8	3	-2.0
COc1ccc(NC(=O)C(C)(C)Oc2ccc(Cl)cc2)cn1	-2	5	-3	0	2	-2	6	1	-2.4
COc1ccc(/C=N/N2CCN(c3ccccc3OC)CC2)cc1Br	-1	-3	-2	-1	-5	-3	6	6	-0.7
C=CCOc1c(Br)cc(/C=N/n2c(CC)n[nH]c2=S)cc1Br	-3	5	0	0	-1	-1	-1	-2	0.0
CC1CN(S(=O)(=O)c2cccc(C(F)(F)F)c2)CN1C(=O)N1CCOCC1 (centres undefined)	-2	-3	2	0	-2	-3	-1	7	0.6
COc1ccc(CN(CC(=O)NC2CCCCC2)C(=O)CCC(=O)Nc2nccs2)cc1	-2	5	11	1	9	5	-14	-4	-0.4
O=C(CCn1c2c(c3ccccc31)CCCC2)NNC(=O)c1ccccc1C(=O)O	1	2	12	0	-8	4	-12	5	55*
COC(=O)/C(C#N)=C/c1c(N2CCN(Cc3ccc4c(c3)OCO4)CC2)nc2c(C)cccn2c1=O	1	-2	2	2	8	-4	-5	9	1.1

One compound at a time (already shown).
`C=CCOc1c(Br)cc(/C=N/n2c(CC)n[nH]c2=S)cc1Br` as listed: M5 ag: -3; CHRM5 PAM: 5; M1 PAM: 0; M4 ag: 0; CHRM4 PAM: -1; M4 antag: -1; CHRM1 antagonist: -1; CHRM5 antagonist: -2; CRFR2-BP ag: 0.0
`O=C(CCn1c2c(c3ccccc31)CCCC2)NNC(=O)c1ccccc1C(=O)O` as listed: M5 ag: 1; CHRM5 PAM: 2; M1 PAM: 12; M4 ag: 0; CHRM4 PAM: -8; M4 antag: 4; CHRM1 antagonist: -12; CHRM5 antagonist: 5; CRFR2-BP ag: 55*
`CC1CN(S(=O)(=O)c2cccc(C(F)(F)F)c2)CN1C(=O)N1CCOCC1` (centres undefined) as listed: M5 ag: -2; CHRM5 PAM: -3; M1 PAM: 2; M4 ag: 0; CHRM4 PAM: -2; M4 antag: -3; CHRM1 antagonist: -1; CHRM5 antagonist: 7; CRFR2-BP ag: 0.6

Carrying on.
SMILES	M5 ag	CHRM5 PAM	M1 PAM	M4 ag	CHRM4 PAM	M4 antag	CHRM1 antagonist	CHRM5 antagonist	CRFR2-BP ag
O=C(COC(=O)Cc1cccs1)Nc1ccc(F)c(F)c1F	0	1	1	1	8	12	-9	-3	0.2
COc1cccc(C(=O)NCC(=O)OCc2ccc(F)cc2Cl)c1	-1	2	9	5	1	-15	-12	-5	-0.6
NC(Cc1ccc(C(F)(F)F)cc1)c1csc(Nc2ncccn2)n1 (centres undefined)	8	-1	6	13	-4	-7	33	-2	/
CCN(CC)S(=O)(=O)c1cc(NC(=O)C(CC(C)C)NC(N)=O)ccc1C (centres undefined)	-5	11	10	1	7	-8	-2	-1	1.3
Cc1ccc(NC(=O)CN2C(=O)N/C(=C/c3ccccc3OCc3cccc(C(=O)O)c3)C2=O)cc1	-2	0	-3	0	6	-5	9	11	-1.4
COc1ccc(Nc2c3c(nc4ccccc24)CCCC3)cc1OC	-10	-11	-11	0	1	-1	8	23	-1.7
CC(C)N1C(=O)C2C(C(=O)NC3CCCCC3)C3C=CC2(O3)C1C(=O)NC1CCCC1 (centres undefined)	-5	0	12	3	11	-8	-17	7	0.3
O=C(O)c1ncn(Cc2ccccc2)c1C(=O)O	1	0	-4	4	-3	3	8	2	0.2
O=C1c2cccc3c2C2(O)c4c1cccc4C(=O)c1cccc(c12)C3=O	4	-11	-14	12	-11	-8	11	12	1.3
COc1cc(/C=N/S(=O)(=O)c2ccccc2)cc(OC)c1O	-4	-7	4	1	3	-4	6	11	0.8
c1ccc(C2=Nn3c(nnc3-c3ccco3)SC2)cc1	-1	3	9	4	18	-2	-5	-2	0.8
Cc1cc(C)cc(CSc2nnc(C)c(=O)[nH]2)c1	-1	-2	9	1	11	-1	-4	3	-0.3
O=C(CSc1nc2ccccc2[nH]1)N1CCN(C(=O)c2ccco2)CC1	-2	0	0	0	-6	2	-10	-5	-0.2
Cn1c(SCC(=O)N/N=C/c2ccc([N+](=O)[O-])s2)nnc1-c1ccccc1	-2	2	-1	2	-4	1	0	0	5.0
CCCOC(=O)c1ccc(Oc2cn[nH]c2-c2ccc(O)cc2O)cc1	8	-9	17	8	-4	0	-5	16	0.9
O=[N+]([O-])c1ccc(S(=O)(=O)Nc2ncccn2)cc1	0	7	15	2	1	-23	-2	0	1.4
COCCCNC(=S)Nc1ccc2c(c1)OCCO2	-1	0	14	0	-2	5	-7	8	-1.5
CCCc1cc2c(=O)c(-c3cscn3)c(C(=O)OCC)oc2cc1O	1	-9	-10	7	-10	-6	1	0	2.4
COc1cc(OCc2ccccc2)c(C(=O)/C=C/c2ccc3c(c2)OCO3)c(OC)c1OC	-8	-7	-1	2	-8	-15	-2	-3	3.5
Cc1ccnc(NS(=O)(=O)c2ccc(N3C(=O)c4ccccc4C3=O)cc2)n1	-1	-3	14	0	-5	4	-8	4	5.8
COc1ccc(N/C(N)=N/c2nc(C)c(Cc3ccccc3)c(=O)[nH]2)cc1	-6	-1	14	2	4	-7	-11	9	-0.9
COC(=O)NC(NC(=S)Nc1ccc([N+](=O)[O-])cc1)C(Cl)(Cl)Cl (centres undefined)	7	-16	-12	17	2	7	22	13	6.3
NC1=C(Cl)C(=O)c2ccc(S(N)(=O)=O)cc2C1=O	5	0	7	6	1	7	1	19	-4.3
CC(=O)Nc1ccc(CNc2ncnc3ccc(-c4c(C)noc4C)cc23)cc1	0	-13	-6	7	-9	12	13	17	-1.9
CC1Cc2ccccc2N1S(=O)(=O)c1cccc2nsnc12 (centres undefined)	-5	-4	8	-2	7	6	-5	2	-1.6
COCCCN1C(=O)CC(C(=O)OC)=C1C	-4	-5	-16	0	-14	22	10	9	-1.9
COc1ccc(-c2noc(CCCC(=O)O)n2)cc1	2	1	14	1	-3	12	-17	1	-3.1
O=c1c2c3c(sc2ncn1/N=C/c1cccnc1)CCCC3	-6	5	6	2	10	-19	-5	2	-6.6
CCN(C[C@H]1N[C@@](CC)(C(=O)OC)[C@H]2C(=O)N(Cc3ccccc3)C(=O)[C@@H]12)C(=O)C1CCCCC1	0	-3	-1	4	-1	-3	-10	3	-5.5
Cc1ccc(S(=O)(=O)Nc2ccc(S(=O)(=O)NCC3CCCO3)cc2)cc1 (centres undefined)	2	-3	-6	3	-4	10	15	8	-0.6
CCc1ccc(CN(C)C(=O)CC2C(=O)NCCN2Cc2ccoc2)cc1 (centres undefined)	2	4	8	1	-2	4	-10	3	0.1
O=C(Cn1nc(Cl)nc1Cl)c1cc2ccccc2oc1=O	-2	4	5	1	13	5	-6	-5	0.5
CCOc1ccc(N(CC(=O)N2CCOCC2)S(=O)(=O)c2ccc(SC)cc2)cc1	1	2	9	2	2	-16	-11	0	0.1
Cn1cnc(S(=O)(=O)N2CCCC(c3cc(C(=O)Nc4ccc(F)c(Cl)c4)no3)C2)c1 (centres undefined)	3	-3	7	7	3	-11	-13	2	/
CCOc1ccc(S(=O)(=O)NC2CC2)cc1C(N)=O	-2	-4	8	2	-2	-1	-8	11	0.1
Cc1cccc(-c2noc(CN(C(=O)C(c3ccccc3)c3ccccc3)C(C)C)n2)c1	-1	-6	-1	1	-2	-11	7	-2	6.0
NC(=O)C1CCN(c2oc(-c3ccccc3F)nc2S(=O)(=O)c2ccc(Cl)cc2)CC1	-2	-1	1	1	-2	-7	-10	-10	0.5
COCCOC(=O)c1c(NC(=O)CNCc2ccco2)sc(C(N)=O)c1C	3	5	5	2	5	-3	-8	-7	-0.5
COc1cccc(NCCC(=O)c2cccc([N+](=O)[O-])c2)c1	-10	3	-2	2	-2	-11	-2	-3	-0.7
CCC(C)(C)NCC(=O)Nc1ccc(OC(F)(F)F)cc1	-4	-2	-1	1	1	1	-1	-4	0.6
Cc1ccc(C(=O)Nc2ccc(C(=O)NCC3CCCO3)cc2)cc1 (centres undefined)	1	7	21	3	0	-9	-24	-18	-0.1
COc1ccccc1CCC(=O)OCC(=O)Nc1cc(S(=O)(=O)N2CCOCC2)ccc1C	1	-4	4	6	-5	-21	-17	4	-0.3
N#CCOc1nc(N2CCCC2)nc(N2CCCC2)n1	-9	-4	3	0	5	-2	4	-4	1.7
CNC[C@@H]1OCc2cnnn2CCCC(=O)N([C@H](C)CO)C[C@H]1C	2	3	10	1	3	-7	-18	2	0.7
Oc1ccc(-c2cnc(-c3ccc(O)cc3)nc2)cc1	14	7	5	3	6	0	-4	-7	1.9
CCOC(=O)N1CCN(Cc2nc(-c3cccc(Cl)c3)no2)CC1	7	-7	2	5	4	-11	1	11	0.2
CCOc1ccccc1NC(=O)CCn1c(=O)oc2ccccc21	0	0	9	1	1	0	-1	2	-1.3
C[C@H](CO)N1C[C@H](C)[C@@H](CN(C)C(=O)c2ccc(N3CCN(C)CC3)cc2)OCc2cnnn2CCCC1=O	2	-6	-3	1	3	-4	4	3	/
CN(C(=O)C1CC1)C1CCS(=O)(=O)C1 (centres undefined)	0	7	17	1	5	-3	-12	3	1.4
COc1ccccc1C/C(N)=N/OC(=O)c1ccco1	-4	-2	3	0	-3	3	4	2	0.2
Cc1ccc2[nH]c(=O)c(-c3nc4cc(C)ccn4c3NCc3ccco3)cc2c1	-11	2	-4	1	2	-1	-3	0	2.0
CNC(=O)c1c[nH]n2c(=O)c(Cc3ccccc3F)c(C)nc12	1	-2	10	0	0	1	-12	6	-1.7
N#CC(Cc1cccc(CC(C#N)(c2ccccc2)c2ccccc2)c1)(c1ccccc1)c1ccccc1	0	-7	-3	5	3	12	7	11	2.8
C=Cn1cc[n+](CC(=O)c2ccc(OC)c(OC)c2)c1	0	-2	-6	1	0	9	8	8	-1.8
Cc1ccc(S(=O)(=O)N2CCC(C(=O)Nc3ccncc3)CC2)cc1	5	-5	4	3	2	-8	-2	2	0.5
COc1ccc(NC(=O)Nc2sc(=S)n(C)c2C)cc1	-2	-4	-11	1	-8	9	13	3	-0.3
CCc1ccccc1NC(=O)CSc1nnc([C@@H](N)Cc2ccccc2)o1	-1	1	6	1	4	9	-3	0	1.0
O=c1cc(-c2ccccc2)[nH][nH]1	3	3	5	1	-2	3	-12	2	-0.7
Cc1cc2cc(C)c(NCCNC(=O)c3ccccc3Cl)nc2cc1C	-6	0	0	1	-10	2	2	-2	-4.3
O=C(c1ccco1)N(Cc1ccco1)Cc1cc2ccccc2[nH]c1=O	-2	-1	-9	3	-6	15	11	9	-0.9

A stretch of the results above, for reference:
SMILES	M5 ag	CHRM5 PAM	M1 PAM	M4 ag	CHRM4 PAM	M4 antag	CHRM1 antagonist	CHRM5 antagonist	CRFR2-BP ag
Cc1cc2cc(C)c(NCCNC(=O)c3ccccc3Cl)nc2cc1C	-6	0	0	1	-10	2	2	-2	-4.3
O=C(c1ccco1)N(Cc1ccco1)Cc1cc2ccccc2[nH]c1=O	-2	-1	-9	3	-6	15	11	9	-0.9
